TDP-43 yeast inh = rescues yeast growth from TDP-43 toxicity; TDP-43 expressing yeast growth rescue, BacTiter-Glo, 24 h; Potency, µM (titrated, usually from 46.1 µM), without a hit: top-dose growth rescue (activation), usual class: activators; 1.8% of 410,000 active; also: potency is read from the fitted curve at half-maximal effect; % of control where 0% means no effect; nearly all actives have a fitted effect of over 50% in size
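Growth rescue of TDP-43-toxic yeast measured as ATP luminescence (BacTiter-Glo). Cells grown to mid-log in raffinose, induced in galactose at OD600=0.02, exposed to compound 24 hr at 30 deg C.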
D3 antag = antagonists of human D3 dopamine receptor; max response, negative = inhibition, %; 2.5% of 360,000 active; AID 652054; D3R cells, DiscoveRx beta-arrestin luminescence, antagonist mode; stronger effect = lower value; in the data active = max response below about -50%; inconclusive = no clear call, values can overlap the other calls; also: % is scaled to controls: 0 for no effect and ±100 for the full control effect; mostly tested at two doses, the higher about 12 µM
Target sequence (P35462 whole entry, looked up): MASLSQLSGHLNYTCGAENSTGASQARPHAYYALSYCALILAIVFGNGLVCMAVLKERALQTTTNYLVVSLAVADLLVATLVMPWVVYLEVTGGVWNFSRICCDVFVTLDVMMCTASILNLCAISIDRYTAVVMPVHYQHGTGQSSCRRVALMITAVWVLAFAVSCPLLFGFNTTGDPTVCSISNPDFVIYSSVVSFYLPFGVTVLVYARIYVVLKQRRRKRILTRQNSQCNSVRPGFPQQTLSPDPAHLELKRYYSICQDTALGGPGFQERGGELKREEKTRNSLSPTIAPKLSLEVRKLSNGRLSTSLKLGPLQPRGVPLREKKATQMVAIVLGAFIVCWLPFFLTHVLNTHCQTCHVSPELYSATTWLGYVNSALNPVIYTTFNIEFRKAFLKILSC
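Cells plated overnight at 1500 cells/well, then exposed to library compounds with dopamine controls for 90 minutes at 37 degrees C. DiscoveRx reagent added for 30–60 minutes at room temperature; luminescence read, quantitative HTS format.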
EPAC2 ag = agonists of human EPAC2 (RAPGEF4). Q8WZA2. 0.079% of 360,000 active. EPAC2 activation, biochemical qHTS; response scale: 100% = 6.5 mM cAMP response. Potency, µM (titrated, usually from 154 µM), without a hit: at the top dose activation, most hits filed as activators; also: potency is read from the fitted curve at half-maximal effect; nearly all actives have a fitted effect of over 50% in size
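Compounds were added across a concentration range to EPAC2 (100 nM), RAP1B-BODIPY-GDP (250 nM) and GDP (50 uM). After 5 min at room temperature, fluorescence was recorded at 5-min intervals for 30 min.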
Abeta yeast res = compounds reversing amyloid beta toxicity in yeast | 0.063% of 410,000 active | yeast expressing A-beta42, growth rescue, OD600, 48 h; response scale: 0% DMSO, 100% iron-clioquinol control | Potency, µM (highest dose often 46.1 µM), for inactives: at the top dose growth rescue, actives largely listed as activators; also: potency is read from the fitted curve at half-maximal effect; nearly all actives have a fitted effect of over 55% in size
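Growth rescue measured by 600 nm absorbance after 48 h yeast culture at 30 C with compound. Values normalized between DMSO and an equimolar ferric chloride plus clioquinol control.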
FUS yeast rescue = FUS proteinopathy suppression in yeast. 0.24% of 390,000 active. AID 1347120. Potency, µM (titrated, usually from 76.6 µM), for the others: top-dose growth rescue (activation), most hits filed as activators. S. cerevisiae FUS-expressing, growth rescue, OD600, 24 h;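 also: potency is read from the fitted curve at half-maximal effect; plate controls were DMSO vehicle for no effect and reference control for full effect; nearly all actives have a fitted effect of over 55% in size; some results filed as inactive show a strong effect at the top dose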
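FUS-expressing yeast, raffinose-pregrown, induced in 2% galactose minimal medium at OD 0.005; compounds in a dilution series, 24hr at 30C. Growth restoration read as absorbance at 600 nm. CP55940 positive control, DMSO negative.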
aSyn yeast inh = alpha-synuclein toxicity inhibition in yeast | Yeast expressing alpha-synuclein, growth rescue, BacTiter-Glo, 24 h | Potency, µM (titrated, usually from 46.1 µM), for the others: at the top dose growth rescue (activation), most hits filed as activators | 0.14% of 370,000 active | AID 652106; also: potency is read from the fitted curve at half-maximal effect; % of control where 0% means no effect; nearly all actives have a fitted effect of over 65% in size
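Readout is rescue of growth in alpha-synuclein-expressing yeast, so inhibitors of toxicity appear as activators. Growth after 24 hr at 30 deg C in galactose medium is quantified by luminescence.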
EPAC2 antagonist = EPAC2 (human) antagonism | Q8WZA2 | EPAC2 GEF exchange of Rap1B-BODIPY-GDP, fluorescence | Potency, µM (series often up to 114 µM), for inactives: at the top dose activity, negative = inhibition, most hits filed as inhibitors | 0.18% of 360,000 active; also: potency is read from the fitted curve at half-maximal effect; % is scaled to controls: 0 for no effect and ±100 for the full control effect; nearly all actives have a fitted effect of over 45% in size; many of its hits are not listed in these tables
DRD3 agonist = activates the human D3 dopamine receptor | P35462 | D3R DiscoveRx beta-arrestin cells, luminescence, 90 min | max activation, % | 0.58% of 410,000 active | AID 652048; in the data active = max activation above about 30%; also: 0% is about no effect; mostly tested at two doses, the higher about 12 µM
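Cells at 1500/well, incubated overnight, then treated with pinned compounds (dopamine as control) for 90 min at 37 degrees C. DiscoveRx reagent added for 30 - 60 minutes at room temperature; luminescence read.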
* hit, by the source's call; ? = inconclusive; · = not tested or not shown; [ ] = remark or other dose. Unless noted, calls follow the shape of the dose curve; as a rule, active = well fitted curve in the direction sought with a large enough effect; inconclusive = small, poorly fitted or top-dose-only effect, or another doubt; inactive = no such curve, though single readings can be large; an effect the other way counts as inactive or inconclusive. Some of the compounds tested; count on the stated rates, not on these rows.

SMILES | TDP-43 yeast inh | D3 antag | EPAC2 ag | Abeta yeast res | FUS yeast rescue | aSyn yeast inh | EPAC2 antagonist | DRD3 agonist
CC1CC(=O)Nc2ccc([N+](=O)[O-])cc2N1C (stereo not given) | -1.5% | 6.5 | 16.5% | -2.4% | -15.2% | -1.5% | -0.7% | -1.1
O=C1CC(c2ccccc2)CCc2sccc2N1 (stereo not given) | 11.9% | -7.6 | 2.4% | -3.1% | 15.2% | 0.7% | -4.4% | -11.2
COc1ccccc1C(=O)NC(=O)COC(=O)CNC(=O)c1ccc(Cl)c([N+](=O)[O-])c1 | -14.8% | 7.8 | 11.3% | 5.5% | 6.4% | -6.7% | 0.5% | 5.0
CCOC(=O)C(CC)n1cnc2c(nnn2-c2ccc(OC)cc2)c1=O (stereo not given) | 1.7% | 13.4 | -6.2% | 8.3% | 4.1% | 1.8% | -3.7% | -8.0
CSc1ccc(C2C3(C#N)C(N)=NC4(OCCO4)C23C#N)cc1 (stereo not given) | -3.5% | 17.4 | -0.4%[15.6 µM] | 7.8% | -5.4% | 2.5% | -2.9% | -0.8
O=C(CSC1=Nc2ccccc2C2=NC(c3ccccc3)C(=O)N12)NC1CCCCC1 (stereo not given) | 22.1% | -25.9 | 10.7% | 16.5% | 14.6% | 1.5% | 1.0% | -3.8
O=C(NC(c1ccc(F)cc1)c1ccc2ccccc2n1)C1CCN(CCOc2ccc(F)cc2)CC1 (stereo not given) | 25.0% | ? | 1.9% | -5.0% | ? | -29.3% | -19.2% | -13.8
CCCCCCN1C[C@H](O)[C@@H](n2cc(COC(=O)c3ccccc3)nn2)C[C@@H]1c1ccc(C)cc1 | 19.0% | -2.8 | 5.3% | -3.9% | 35.0% | -3.8% | -18.2% | -4.6
O=C(NCc1ccco1)C(=O)NCC1OCCCN1S(=O)(=O)c1ccc(F)cc1 (stereo not given) | 12.8% | 3.7 | 5.2% | 5.8% | 1.3% | 3.9% | 1.5% | -4.5
Cc1cccc2cn[nH]c12 | 12.7% | 20.3 | 0.6% | 7.5% | -23.1% | 2.9% | -1.2% | 1.3
CCOC(=O)Cc1csc(NC(=O)c2ccc(Cl)nc2)n1 | 0.7% | 31.5 | 7.1% | 22.2% | 38.2% | 8.3% | 4.6% | 19.1
O=C(CN1CCN(S(=O)(=O)c2ccc(Cl)s2)CC1)N1CCCCC1 | 2.0% | -2.4 | 4.2% | -17.6% | -16.4% | -0.2% | -1.3% | 5.0

Some of the entries so far, as a markdown table.
| SMILES | TDP-43 yeast inh | D3 antag | EPAC2 ag | Abeta yeast res | FUS yeast rescue | aSyn yeast inh | EPAC2 antagonist | DRD3 agonist |
| --- | --- | --- | --- | --- | --- | --- | --- | --- |
| O=C1CC(c2ccccc2)CCc2sccc2N1 (stereo not given) | 11.9% | -7.6 | 2.4% | -3.1% | 15.2% | 0.7% | -4.4% | -11.2 |
| COc1ccccc1C(=O)NC(=O)COC(=O)CNC(=O)c1ccc(Cl)c([N+](=O)[O-])c1 | -14.8% | 7.8 | 11.3% | 5.5% | 6.4% | -6.7% | 0.5% | 5.0 |
| CCOC(=O)C(CC)n1cnc2c(nnn2-c2ccc(OC)cc2)c1=O (stereo not given) | 1.7% | 13.4 | -6.2% | 8.3% | 4.1% | 1.8% | -3.7% | -8.0 |
| CSc1ccc(C2C3(C#N)C(N)=NC4(OCCO4)C23C#N)cc1 (stereo not given) | -3.5% | 17.4 | -0.4%[15.6 µM] | 7.8% | -5.4% | 2.5% | -2.9% | -0.8 |

The list continues:
SMILES | TDP-43 yeast inh | D3 antag | EPAC2 ag | Abeta yeast res | FUS yeast rescue | aSyn yeast inh | EPAC2 antagonist | DRD3 agonist
COC(=O)C1CCN(S(C)(=O)=O)CC1 | -23.3% | -20.5 | -5.7% | -7.9% | -18.6% | -5.7% | 12.8% | -8.2
CCNC(=O)Cn1cc(C#N)c2ccccc21 | 10.0% | 0.0 | 13.3% | -0.3% | -12.0% | 2.8% | 6.5% | 3.1
OC(c1ccc(Cl)c(Cl)c1)c1ncc(-c2cccc(F)c2)[nH]1 (stereo not given) | 28.8% | 5.5 | 10.5% | 6.1% | 0.3% | ? | -22.8% | 13.1
O=C(OCCOc1ccccc1Cl)c1cc(S(=O)(=O)N2CCCCC2)ccc1N1CCOCC1 | 13.2% | 12.1 | 4.7% | 2.0% | ? | 4.6% | -22.4% | 2.4
COc1ccc(OC)c2c(C)cc(N3CCCN(C)CC3)nc12 | -30.4%[inhibitor] | -17.1 | 8.2% | -19.5% | -1.7% | -1.5% | 18.4% | -19.9
Cc1c(CNCCc2ccc(S(N)(=O)=O)cc2)c(C(=O)O)c(C)n1Cc1ccc(Cl)cc1 | 4.8% | · | · | 2.1% | -13.5% | · | · | -15.4
CCO[C@@H]1OC(C(=O)NCc2nc3ccccc3[nH]2)=C[C@H](C(C)(C)C)[C@H]1CCCO | -8.4% | -13.5 | 10.9% | -6.1% | 11.9% | -0.4% | -7.1% | -2.2
CCOc1ccccc1N1CCN(S(=O)(=O)c2cccs2)CC1 | -14.5% | 16.0 | 8.2% | 20.8% | 3.5% | 2.9% | -0.6% | -1.6
C=Cc1ccc(Cn2c(C(=O)O)c(CNC3CCCCC3)c3ccc(C)cc32)cc1 | 14.6% | · | · | -4.8% | -10.8% | · | · | 2.5
Cc1ccc2nsnc2c1NC(=O)COc1ccccc1 | · | ? | 1.7% | 1.4% | 23.3% | 1.7% | -0.1% | -5.9
O=C(O)c1cc2ccccc2c2cc(Br)ccc12 | -4.0% | 11.2 | 4.1% | 5.1% | -28.7% | 15.1% | 0.5% | 2.9
CC(=O)N(c1ccccc1)C(C)c1nc(C#N)c(C#N)nc1C (stereo not given) | -18.5% | 10.6 | -2.4% | -0.6% | 0.1% | 10.6% | -0.2% | 1.9
Cc1ccc(C(=O)N/C(=C\c2ccc(F)cc2)C(=O)NCCN2CCOCC2)cc1 | -13.4% | -10.6 | 5.9% | 1.4% | 14.4% | -1.0% | -2.8% | -13.3
Fc1ccccc1COc1ccc(/C=N/NC(=S)NCc2ccccc2)cc1 | 15.6% | 8.2 | -2.6% | -3.6% | -2.4% | -12.2% | -2.5% | 7.9
COc1ccc(CNC(=O)c2cccc(S(=O)(=O)N3CCN(c4ccc(F)cc4)CC3)c2)cc1 | 5.3% | 1.9 | 2.3% | 13.3% | 8.0% | 5.1% | -4.4% | 5.9
Nc1c(Cl)ncnc1NCc1ccccc1 | 20.2% | 9.0 | 1.0% | -1.7% | -8.9% | 6.4% | -6.8% | 9.9
O=C(O)/C=C/c1ccc(Oc2ncccn2)cc1 | 2.6% | -6.2 | 16.6% | -5.5% | -9.0% | 0.8% | 3.2% | 0.5
COc1cc2nc(NC(=O)c3ccc(S(=O)(=O)N4CCCC4)cc3)sc2cc1OC | -0.5% | · | · | -6.9% | 3.4% | · | · | -15.7
CCOC(=O)c1ccc2[nH]c3c(c2c1)CCCCC3=O | -8.4% | -11.5 | -0.1% | 5.0% | 10.2% | -7.4% | 1.5% | -0.4
COc1ccccc1C(CC(=O)O)c1ccc2c(c1)OCO2 (stereo not given) | 0.0% | 7.2 | 4.0% | 22.8% | -6.9% | 5.0% | -3.2% | -3.6
O=C(Nc1ccc(F)cc1)C(c1ccnc2ccccc12)N1CCN(c2cccc(C(F)(F)F)n2)CC1 (stereo not given) | -4.7% | -17.3 | -3.4% | -1.8% | ? | -11.0% | -26.2% | -6.1
O=C(/C=C/c1ccc(Cl)cc1)N1CCOCC1 | 10.3% | -3.2 | 1.8% | -14.5% | -21.3% | -8.2% | 10.1% | 11.7
COc1cc(N2CCCC2)ccc1C=O | 17.2%[9.22 µM] | 0.9 | 3.1% | 3.9% | -18.4% | 10.8% | 10.2% | -2.7
COC(=O)Cc1ccc(OC(=O)CCS(=O)(=O)c2ccc(Cl)cc2)cc1 | 3.7% | 16.2 | 3.8% | -7.9% | 11.9% | 2.6% | 7.9% | 3.0
COc1cccc(-c2nc(SCC(=O)NCC3CCCO3)c(-c3ccc(C)cc3)[nH]2)c1 (stereo not given) | 14.1% | · | · | -16.7% | -16.2% | · | · | -14.0
O=C(O)c1cccc(NS(=O)(=O)c2cccc(C(=O)Nc3ccccc3[N+](=O)[O-])c2)c1 | 11.8% | -2.8 | 2.3% | -9.1% | -0.5% | 6.7% | 5.4% | -0.7
NC(=O)c1cc(S(=O)(=O)N2CCN(c3ccc([N+](=O)[O-])cc3)CC2)cs1 | -11.2% | -5.7 | 11.3% | 0.1% | 12.7% | -2.8% | -3.4% | -3.5
O=C(Nc1ccc(F)cc1)N1CCN(C(=O)c2nsc3ccccc23)CC1 | 29.9% | · | · | -1.7% | 1.0% | · | · | 1.1
COC1=CC(=O)OC(c2ccccc2C(F)(F)F)C1 (stereo not given) | 0.0% | 8.1 | 4.7% | -5.8% | 10.3% | 6.1% | -13.7% | 9.1
COc1cccc(C(=O)Nc2cc(-c3ccccc3)nn2-c2ccccc2)c1 | 25.7% | · | · | -12.3% | 12.1% | · | · | 11.9
Cc1cccc(N(CC(=O)NCc2ccccc2)C(=O)Cn2nnc(-c3ccc(C)o3)n2)c1 | -8.5% | 11.1 | -4.9% | -4.5% | 26.6% | -5.4% | 7.3% | -5.6
COc1cc(-c2cnc3c(NC=O)cc(-c4ccc(C)cc4)cn23)cc(OC)c1OC | ? | ? | 5.9% | -6.3% | 39.2% | 0.6% | -0.4% | -10.1
CCc1nnc(NC(=O)CCC(=O)Nc2ccc(OC)cc2OC)s1 | 13.9% | -10.1 | 2.2% | 9.0% | 3.4% | -0.8% | 8.2% | 5.2
CCCCn1c(SCC(=O)Nc2ccc3c(c2)CCC3)nc2ccccc2c1=O | 20.6% | 8.2 | 3.2% | -1.3% | -17.4% | -4.5% | -4.1% | -3.2
CCn1c2ccccc2c2cc(NC(=O)Cc3ccc(S(=O)(=O)N4CCOCC4)s3)ccc21 | -8.3% | 1.3 | 2.8% | 16.6% | 19.7% | 7.9% | -2.7% | 3.1
CCOC(=O)c1ccc(NC(=O)Nc2ccc(Cl)cn2)cc1 | -21.7% | -3.2 | 3.4% | -12.9% | 15.0% | -3.7% | -2.8% | 1.3
CCOc1ccc(C(CC(=O)O)NC(=O)c2cccs2)cc1 (stereo not given) | -5.1% | -8.2 | -5.9% | -10.3% | · | -0.4% | -4.4% | -2.2
COc1ccc2nc(CC(C)(C)CC(=O)O)c[n+]([O-])c2c1 | -10.9% | 11.9 | -11.1% | 4.9% | -14.7% | -9.4% | 10.4%[57.1 µM] | 0.4
COc1cccc(C2CC(C(F)(F)F)n3nc(C(=O)NCc4cccnc4)cc3N2)c1 (stereo not given) | -42.6%[inhibitor] | -4.1 | -17.6% | -7.3% | 15.5% | 0.1% | 13.1% | 1.1
